Insulin prom up: MIN6 insulin promoter up-regulation; MIN6 insulin promoter-GFP reporter, high-content imaging; stronger effect = higher value; z-score at 5 µM; 190,000 tested, 0.3% active;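 active = z-score above 3 at 5 µM with at least 500 cells counted in the well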
Dynein cargo inh: dynein cargo transport inhibition. 3617.4 mouse cells, GR-EGFP nuclear translocation imaging; test concentration mostly 20 µM; stimulated with dexamethasone, 1 µM; stronger effect = lower value. z-score, hits read low. 220,000 tested, 0.47% active. AID 1381;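 active = plate z-score of nuclear minus cytoplasmic receptor signal below a set negative limit, without overly bright fluorescence or cell loss, cut at about -3.5 in these data, passing the limit was not always enough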;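 note: z-score of nuclear minus cytoplasmic ring GR-EGFP intensity difference per well; some compounds called inactive have numbers as strong as hits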
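Also added – dexamethasone, 1.0 µM final · Buffer or medium – tet-free, stripped-serum medium · Schedule – induction 48 h, compound 1 h, agonist 30 min · Detection – formaldehyde fixation, Hoechst nuclear stain, 10x automated fluorescence imaging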
b-catenin transl: beta-catenin nuclear translocation modulation; HeLa beta-catenin nuclear translocation, immunofluorescence imaging; nuclear translocation activity, % at 5 µM; 190,000 tested, 0.3% active; AID 1665;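 active = nuclear translocation activity above 50% at 5 µM, with a well cell count of 50 or more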;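 note: per-cell ratio of nuclear to cytoplasmic median beta-catenin stain intensity; plate controls were DMSO negative control for no effect and GSK-3 inhibitor IX positive control for full effect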
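Test system: HeLa cells, endogenous beta-catenin; Compound: single 5 µM dose plus 0.02–20 µM confirmation series; Times: compound exposure 24 h at 37°C; Signal: fluorescence imaging of beta-catenin antibody stain plus DAPI; Read-out: % activation, nuclear-to-cytoplasmic median beta-catenin signal ratio per cell.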
P. falciparum M17LAP: P. falciparum M17LAP inhibitors, primary screen, biochemical, fluorogenic H-Leu-NHMec substrate, 1536-well (AID 1619). recombinant M17LAP, H-Leu-NHMec fluorogenic kinetic assay; higher % means a stronger effect. inhibition, % at 30 µM; hits with a dose series show IC50 in µM. 220,000 tested, 0.38% active;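 active = compound inhibiting the enzyme by more than half at any dose during confirmatory dose-response retesting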;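 note: plate controls were full reaction with DMSO carrier for no effect and no enzyme background for full effect; strong numbers were not always called active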
CSM14.1 death rescue: protection against thapsigargin-triggered cell killing – 384-well, CSM14.1, ATP luminescence, primary screen (AID 1222); CSM14.1 thapsigargin-induced death rescue, ATP luminescence; higher % means a stronger effect; cellular ATP content (survival), % at 20 µM; hits with a dose series show EC50 in µM; 190,000 tested, under 10 active;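 active = EC50 below 50 µM in the dose-response confirmation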;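 note: death triggered by thapsigargin at about 15 µM added after 2 h compound pretreatment; cell ATP read after overnight thapsigargin exposure of roughly 18 to 22 hours; normalized against plate controls of thapsigargin alone and 5% DMSO vehicle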
Autophagy mod: autophagy modulation, high-content screen; MEF GFP-LC3 puncta imaging; test concentration mostly 10 µM; calls only at 10 µM (by protocol); 190,000 tested, 0.98% active;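 active = percentage of spot-positive cells more than 3 SD above its plate mean, without a fluorescence outlier flag or 80% toxicity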;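 note: spot-positive cell cutoff set from DMSO-treated cells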
P. falciparum M1AAP: malaria alanyl aminopeptidase activity blockers – biochemical, fluorogenic H-Leu-NHMec substrate, 1536-well (AID 1445). recombinant M1AAP, H-Leu-NHMec fluorogenic kinetic assay; higher % means a stronger effect. one-dose inhibition, % at 30 µM; IC50 in µM for titrated hits. 220,000 tested, 0.42% active;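 active = primary inhibition above the hit cutoff, then over 50% inhibition at one or more dose response concentrations, cut at about 23% in these data, passing the limit was not always enough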;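 note: plate controls were DMSO full reaction for no effect and no enzyme background for full effect; strong numbers were not always called active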
MT stabilize HCS: microtubule stabilization, imaging screen; HeLa tubulin immunostaining HCS, 24 h; share of cells brighter than vehicle mean+2SD; 200,000 tested, 0.83% active; AID 2205; % tubulin-high responders, % at 10 µM;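 active = plate Z-score above 3 for both tubulin-high and condensed-nucleus cell shares, with cell loss under 80%, at 10 µM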;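 note: anti alpha tubulin signal scored within the nucleus-defined area of each cell; some results filed as inactive read as strong as hits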
K1F lysis inhibition: inhibition of K1F phage lysis, E. coli UTI89, bacterial capsule biogenesis inhibitors, alamar blue (AID 488966) | E. coli UTI89 K1F phage lysis, alamar blue, 2 h; higher % means a stronger effect | inhibition, % at 100 µM; hits with a dose series show IC50 in µM | 340,000 tested, 0.02% active;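 active = phage lysis inhibition, versus mean bacterial control, above a set limit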;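 note: capsule biogenesis inhibitors block K1F phage lysis so surviving cells raise fluorescence; higher fluorescence means more inhibition of phage lysis; actives were called in the ten point dose series up to 300 µM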
Dynein cargo inh cytoplasmic EGFP: also measured in Dynein cargo inh; calls as there; z-score; measured here: cytoplasmic GR-EGFP intensity; stronger effect = higher value
Dynein cargo inh nuclear GR-EGFP: recorded beside Dynein cargo inh, whose call it bears; z-score; measured here: nuclear GR-EGFP intensity;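 lower value marks the stronger effect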
Dynein cargo inh cell count: recorded beside Dynein cargo inh, whose call it bears; z-score; measured here: cell count per field
Insulin prom up cell count: also measured in Insulin prom up; calls as there; cell count; measured here: cytotoxicity, nuclei count;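 total cells summed across four imaged fields per well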
b-catenin transl cell count 5 µM: recorded beside b-catenin transl, whose call it bears; cell count; measured here: cell count, cytotoxicity flag
MT stabilize HCS Hoechst-high %: second read-out of MT stabilize HCS, no call of its own (marks repeat the call); % Hoechst-high responders; measured here: nuclear condensation Hoechst responders;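 share of cells brighter than vehicle mean plus two SD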
MT stabilize HCS cytotoxicity %: further read-out of MT stabilize HCS, marked with its call; toxicity, %; measured here: cytotoxicity by cell density;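 0% = mean cell density of plate MIN control wells and 100% = no cells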
Autophagy mod cell loss 18 h: further read-out of Autophagy mod, marked with its call; toxicity, %; measured here: cell loss, nuclei count;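 cell loss after 18 h compound exposure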
Active calls of the source: *; i = inactive; x = not tested or not shown; [ ] = remark or other dose. Hits appear at their usual frequency. Share with any hit: about 2.9%.

SMILES	Insulin prom up	Insulin prom up cell count	Dynein cargo inh	Dynein cargo inh cytoplasmic EGFP	Dynein cargo inh nuclear GR-EGFP	Dynein cargo inh cell count	b-catenin transl	b-catenin transl cell count 5 µM	P. falciparum M17LAP	CSM14.1 death rescue	Autophagy mod	Autophagy mod cell loss 18 h	P. falciparum M1AAP	MT stabilize HCS	MT stabilize HCS Hoechst-high %	MT stabilize HCS cytotoxicity %	K1F lysis inhibition
CCCOC(=O)c1ccc(-c2c(C)noc2-c2ccc(OC)cc2O)o1	-0.37	1196	1.4	-0.144	0.909	-1.49	x	x	-1.4%	-1.2%	i	3.4	8.1%	1.3	2.5	2.9	4.9%
CCCCOC(=O)c1ccc(NC(=O)Nc2ccc(OC)c(OC)c2)cc1	x	x	-0.68	-0.238	-0.235	1.31	x	x	-1.7%	-0.9%	i	-3.7	0.0%	1.2	1.3	5.0	2.0%
Cc1c(C(=O)NCc2ccccc2)c(-c2ccccc2)nn1-c1ccccc1	-0.52	928	-0.11	-0.202	-0.257	0.445	3.9	1161	6.7%	1.5%	i	-37.6	0.4%	2.0	1.9	6.2	-1.2%
Cc1ccc(S(=O)(=O)N(C)c2cc(S(N)(=O)=O)c(C)cc2C)cc1	0.53	1599	-0.432	-0.305	0.359	-0.316	-2.0	1036	0.7%	-0.4%	i	5.7	-0.2%	4.1	3.8	0.5	-0.3%
COCCOc1nc2c(c(=O)n(C)c(=O)n2C)n1CCc1ccccc1	-0.81	981	0.194	-0.234	0.26	0.121	1.0	1368	-0.3%	-1.5%	i	-0.8	0.7%	2.1	2.1	9.3	1.1%
CC(=O)n1cc([C@H]2C=C(C(=O)N3CCN(Cc4ccc5c(c4)OCO5)CC3)O[C@@H](OCCCCO)C2)c2ccccc21	0.63	1359	-0.773	-0.315	-0.13	0.25	-0.5	1150	-5.6%	4.3%	i	8.5	6.4%	5.7	2.1	10.8	-0.3%
Oc1ccccc1Cn1c(-c2ccccc2O)nc2ccccc21	0.31	1176	-0.0553	0.0243	-0.0137	0.619	-1.3	1290	-1.0%	-2.6%	i	31.3	9.0%	2.7	1.8	4.8	0.0%
Cc1sc2ncn(CC(=O)NCc3ccco3)c(=O)c2c1-c1ccc(F)cc1	-0.52	1387	-1.11	-0.31	-0.948	0.893	-1.9	1070	19.7%	7.0%	i	-2.1	7.9%	1.5	1.2	6.8	0.2%
O=C(Cc1ccc(Cl)cc1)Nc1ccc2oc(=O)ccc2c1	0.13	870	-0.508	-0.811	-0.536	0.45	0.2	1427	-4.6%	x	x	x	0.8%	x	x	x	0.1%
COCCCNC(=O)Cn1nnc(-c2ccc(NC(=O)c3cccnc3)cc2)n1	-1.12	1164	0.31	-0.0931	0.49	-1.92	0.6	1025	27.2%	-1.3%	i	7.6	1.9%	3.4	2.6	2.3	x
O=C(Nc1ccccc1N1CCN(C(=O)c2ccc(Cl)cc2)CC1)c1ccc(Br)cc1	x	x	-0.381	0.167	0.17	-1.63	-10.4	1191	-10.4%	-1.2%	i	34.9	-4.5%	0.9	1.1	5.3	0.2%
O=C(NNC(=O)c1ccccc1[N+](=O)[O-])c1ccco1	0.19	1085	-0.449	-0.182	-0.343	-0.0127	0.4	1102	-2.5%	1.5%	i	10.9	8.7%	1.9	3.0	14.3	0.5%
COC(=O)c1c(NC(=O)CC2SC(N)=NC2=O)sc2c1CCC(C)C2 (stereo unspecified)	-0.39	1396	-0.324	-0.22	-0.238	0.116	-1.6	763	7.2%	0.9%	i	5.3	-0.4%	3.3	2.3	9.2	2.6%
COCCCNC(=O)/C(C#N)=C1\N=C(NC(=O)c2cccs2)c2ccccc21	0.11	1274	-0.776	-0.144	-0.44	0.515	-3.6	1183	8.4%	x	x	x	14.2%	x	x	x	-0.4%
CC1CN(CCCCOc2ccc(F)cc2)CC(C)O1 (stereo unspecified)	0.52	1542	0.493	-0.118	1.11	-1.27	-4.9	1145	0.1%	0.0%	i	4.1	-1.5%	1.1	1.4	5.1	4.6%
Cc1ccc(-c2nc(C3CCCN(S(=O)(=O)c4ccc(C)cc4)C3)no2)cc1 (stereo unspecified)	-0.55	957	-0.691	-0.297	-0.259	1.13	x	x	0.0%	1.4%	i	-8.1	-1.3%	3.1	2.7	2.3	-0.4%
CCCCOc1ccccc1C(=O)NCC(=O)O	0.05	1179	1.45	-0.0158	1.66	-2.06	-3.3	1001	6.2%	0.8%	i	7.7	2.1%	2.3	2.8	3.1	3.5%
COc1ccc(NC(=O)CO/N=C(\C)c2cccs2)cc1	0.22	1631	0.725	-0.0232	0.855	-1.85	-1.9	1058	-3.7%	-0.6%	i	-1.1	0.6%	2.1	2.8	5.7	0.1%
COc1ccccc1CNS(=O)(=O)c1cccc(S(=O)(=O)N2CCOCC2)c1	0.46	1974	-0.785	-0.206	-0.256	0.367	-3.4	1129	2.9%	-1.5%	i	-0.5	10.6%	3.6	4.3	11.7	-1.2%
NNC(=O)c1nc(Cl)c(Cl)c(N)c1Cl	-0.72	940	-0.493	-0.103	0.214	0.425	0.2	1303	2.9%	x	x	x	1.2%	x	x	x	-0.1%
CCCn1c(=N)c(C#N)cc2c(=O)n3ccccc3nc21	-0.03	1229	-0.296	-0.292	0.436	0.671	-3.6	565	-23.6%	-2.2%	i	-51.5	0.4%	4.2	1.5	5.7	0.0%
COCC(=O)N1CCCN(c2nc3c(C)cccc3cc2C#N)CC1	0.5	1212	-0.0193	0.00295	0.208	0.441	-1.7	1265	-19.3%	-3.2%	i	-5.2	-0.5%	38.1	5.3	60.6	0.2%
CN(Cc1cn(C)nc1-c1cccc(Cl)c1)C1CCOCC1	-0.22	1442	0.994	-0.196	0.956	-1.01	1.4	1040	7.0%	0.2%	i	-14.0	-8.1%	2.8	0.3	2.7	1.6%
S=c1[nH]nc(-c2ccco2)n1/N=C/C=C/c1ccco1	-0.35	1340	-0.444	-0.267	-0.0902	0.836	-2.2	1062	34.4%	1.8%	i	0.9	11.6%	2.0	1.8	0.8	0.4%[50 µM]
Nc1nc(NCc2ccco2)nc(Nc2cccc(F)c2)c1[N+](=O)[O-]	-0.06	1374	0.34	0.97	0.38	-0.32	-1.5	1125	4.2%	x	x	x	9.7%	x	x	x	0.9%
(continued)
SMILES	Insulin prom up	Insulin prom up cell count	Dynein cargo inh	Dynein cargo inh cytoplasmic EGFP	Dynein cargo inh nuclear GR-EGFP	Dynein cargo inh cell count	b-catenin transl	b-catenin transl cell count 5 µM	P. falciparum M17LAP	CSM14.1 death rescue	Autophagy mod	Autophagy mod cell loss 18 h	P. falciparum M1AAP	MT stabilize HCS	MT stabilize HCS Hoechst-high %	MT stabilize HCS cytotoxicity %	K1F lysis inhibition
COc1ccccc1CNC(=O)c1ccc(SC)cc1OC	-2.31	1128	0.25	-0.222	0.678	0.239	3.2	1346	10.0%	1.0%	i	15.4	-0.1%	3.1	2.9	1.3	0.6%
COc1ccc(/C=C(/NC(=O)c2ccccc2)C(=O)N/N=C/c2ccc3c(c2)OCO3)cc1OC	-0.18	1631	0.0491	-0.21	0.435	-0.061	0.0	1324	6.5%	-0.5%	i	7.2	17.3%	3.2	1.8	5.7	2.8%
COc1cccc(NC(=S)NC2CC3CCCC(C2)N3C2CCCC2)c1 (stereo unspecified)	-0.34	1416	-0.189	-0.294	0.493	0.384	-2.4	1085	0.7%	-4.0%	i	-11.3	1.1%	2.2	2.2	10.7	-0.3%
COc1ccc(/C=C2\N=C(c3c(-c4ccccc4)noc3C)OC2=O)cc1OC	0.36	1703	-0.226	0.154	-0.0833	-0.202	-1.0	1409	-3.8%	-0.9%	i	-1.1	0.1%	2.1	1.2	11.0	0.2%
COC(=O)C(Cc1c[nH]c2ccccc12)NC(=O)CNC(C)=O (stereo unspecified)	1.32	951	0.391	0.237	0.587	0.388	-1.7	937	1.1%	6.2%	i	-7.7	0.1%	1.5	1.6	3.6	1.3%
Cc1ccc(NC(=O)c2ccn(C)n2)c(Br)c1	0.41	1088	-0.243	-0.309	-0.454	0.164	1.1	523	-3.6%	-5.7%	i	0.7	2.6%	1.8	3.4	4.3	5.0%[50 µM]
CCCCOC(=O)CCNc1n[nH]c(=O)[nH]c1=O	0.09	1149	-0.0178	-0.172	0.595	-0.117	-3.5	1034	-6.4%	x	i	-16.9	7.3%	4.6	2.0	4.8	0.9%
CC(C)OC(=O)C(C)Nc1ccc(F)c(Cl)c1 (stereo unspecified)	0.25	1090	-0.0507	-0.272	0.629	0.0392	1.4	1304	4.8%	x	x	x	0.1%	x	x	x	0.3%
CCCS(=O)(=O)c1c(S(=O)(=O)CCC)c2ccccn2c1C(=O)OC	-0.29	1394	0.948	-0.237	0.911	-1.07	-1.8	1068	-1.3%	1.1%	i	1.2	1.8%	1.6	1.3	6.5	-0.7%
COc1ccc(NC(=O)CNS(=O)(=O)c2ccc3nc(C)sc3c2)c(OC)c1	0.1	1408	-0.896	-0.297	-0.23	0.423	0.1	898	0.5%	-0.7%	i	-1.8	1.4%	3.3	2.6	6.1	0.6%
Fc1ccccc1CSc1ncnc2c1oc1ccccc12	-0.01	1247	-0.483	-0.0106	-0.118	0.293	-1.6	1114	-6.2%	3.1%	i	-4.7	-3.3%	2.5	2.2	1.5	0.6%
O=C(c1cccc(-c2ccc(O)cc2)c1)N1CCN(c2ccc(F)cc2)CC1	-0.86	1599	-0.0211	-0.279	-0.00717	0.504	-2.9	1081	-2.5%	2.7%	i	23.8	4.7%	4.0	1.7	8.4	-0.4%
Cc1ccc(CNC(=O)CS(=O)Cc2nc(-c3cccs3)oc2C)cc1 (stereo unspecified)	-0.43	989	-0.544	-0.0722	-0.144	-0.371	x	x	24.3%	-0.2%	i	2.6	4.8%	2.1	4.2	5.9	0.4%
